High-throughput results deposited in PubChem by The Scripps Research Institute Molecular Screening Center.
GPR151 ag: activators of human GPR151; Q8TDV0; activation, % at 11.2 µM; PathHunter beta-arrestin GPR151 cells, luminescence; 650,000 tested, 1% active; in the data active = activation above about 4.9%;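 also: 0% = median of compound wells and 100% = cells with positive control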
Target sequence (Q8TDV0 whole entry, looked up): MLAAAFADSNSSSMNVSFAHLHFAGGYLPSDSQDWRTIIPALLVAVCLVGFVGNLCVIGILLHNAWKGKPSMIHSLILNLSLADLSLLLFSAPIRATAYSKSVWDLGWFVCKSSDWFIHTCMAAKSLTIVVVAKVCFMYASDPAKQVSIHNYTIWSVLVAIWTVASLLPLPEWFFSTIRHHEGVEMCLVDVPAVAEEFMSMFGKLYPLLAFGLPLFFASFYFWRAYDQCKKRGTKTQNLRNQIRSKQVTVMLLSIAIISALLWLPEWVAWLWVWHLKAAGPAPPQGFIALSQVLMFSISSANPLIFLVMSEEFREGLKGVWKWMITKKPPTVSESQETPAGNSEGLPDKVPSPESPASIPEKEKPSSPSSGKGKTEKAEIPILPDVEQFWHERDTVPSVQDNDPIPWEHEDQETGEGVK
FBW7 activator: human FBW7 E3 ligase activation, primary screen. Q969H0. AlphaScreen FBW7–phospho-cyclin E peptide binding, activator screen. normalized activity (activation), % at 26.1 µM. 650,000 tested, 0.13% active; in the data active = normalized activity above about 1.9%;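 also: purified mutant Fbw7 with reduced substrate affinity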
MITF primary: human MITF inhibition, primary screen. inhibition, % at 2.6 µM. AlphaScreen MITF homodimerization, bead proximity signal. AID 1259374. 650,000 tested, 0.91% active; in the data active = inhibition above about 50%;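 also: 0% = vehicle wells with protein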
Target sequence (O75030 whole entry, looked up): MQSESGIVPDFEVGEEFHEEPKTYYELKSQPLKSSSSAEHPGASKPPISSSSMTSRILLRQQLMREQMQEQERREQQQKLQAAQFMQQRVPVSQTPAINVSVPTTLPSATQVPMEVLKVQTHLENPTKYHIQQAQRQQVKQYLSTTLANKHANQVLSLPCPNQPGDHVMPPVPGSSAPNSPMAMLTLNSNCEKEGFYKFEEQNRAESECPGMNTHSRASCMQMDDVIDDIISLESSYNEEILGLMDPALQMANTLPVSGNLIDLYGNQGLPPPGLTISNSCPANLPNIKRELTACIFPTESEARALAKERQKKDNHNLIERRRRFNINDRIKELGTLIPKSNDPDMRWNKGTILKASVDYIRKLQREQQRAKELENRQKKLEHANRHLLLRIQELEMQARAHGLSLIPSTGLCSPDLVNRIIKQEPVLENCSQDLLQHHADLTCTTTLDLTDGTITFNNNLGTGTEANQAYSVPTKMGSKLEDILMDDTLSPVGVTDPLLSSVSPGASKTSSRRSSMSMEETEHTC
TEAD-YAP inh: TEAD-YAP interaction inhibition | 640,000 tested, 1.4% active | HEK-TIYL cells, TEAD-Gal4/YAP UAS-luciferase luminescence | inhibition, % at 9.12 µM; in the data active = inhibition above about 32%;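 also: 0% = median of test compound wells and 100% = reference inhibitor wells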
* marks the source's active call; other numbers are inactive results; · = no result given.

SMILES	GPR151 ag	FBW7 activator	MITF primary	TEAD-YAP inh
O=C1NC(=O)C(Cc2ccccc2)(C2CCN(Cc3ccc4nsnc4c3)CC2)N1 (centres undefined)	-0.1	0.0	2	11
CCCNC(=O)c1ccnc(-c2ccc(N3CCOCC3)nc2)c1	-2.8	0.0	-3	-18
CCOC(=O)c1cc2sccc2n1CC(=O)OC(C)C	-1.0	0.8	-16	-44
O=C(O)CCCc1cc2c(s1)CCC/C2=N\O	-1.3	0.2	-7	1
CC(=O)Nc1ccc(Nc2ncnc3c2nc(-c2ccc(N4CCOCC4)nc2)n3C(C)C)cc1	0.1	-0.1	-1	-20
Cc1ccc(NC(=O)/C=C/c2cccs2)cc1[N+](=O)[O-]	1.3	-0.1	1	-65
N#CC1(NC(=O)CSc2nnc3ccccn23)CCCCC1	0.2	0.3	2	3
Cc1ccc(Cl)cc1NC(=O)c1snc2c(=O)[nH]cnc12	1.1	0.0	9	-4
CC(=O)Oc1ccccc1C(=O)Nc1ccc(Cl)c(Cl)c1	-3.0	0.3	0	-12
CC(C)CCN1CCNC(=O)C1CC(=O)N(C)CCc1cnn(C)c1 (centres undefined)	5.6*	0.1	18	-3
COc1ccc(C2/C(=C(\O)c3ccc(F)cc3)C(=O)C(=O)N2CCCN2CCOCC2)cc1 (centres undefined)	1.8	-0.1	-2	1
C=C(C)CN(CC)CCC(=O)Nc1ccccc1	0.1	0.0	11	-4
CN1CCN(C2=NC(=O)/C(=C/c3cccc([N+](=O)[O-])c3)S2)CC1	-1.4	0.0	9	4
COc1ccc(N=C(C)C2=C(O)CSCC2=O)cc1	-0.8	0.4	16	3
CC(C)(C)NC(=O)C(OC(=O)c1cccs1)c1ccc(C#N)cc1 (centres undefined)	-1.5	0.1	5	6
COc1ccccc1OCCOc1c(Cl)cc(/C=N/n2cnnc2)cc1OC	-0.6	-0.1	7	-9
CCCC1=NN(C(=O)c2ccc(C)o2)C(O)(C(F)(F)F)C1 (centres undefined)	-4.4	0.3	16	-20
CCOC(=O)c1cnn(-c2nc(SC)nc3sc4c(c23)CCC4)c1N	0.4	0.1	3	-1
CCOC(=O)C1=C(c2ccccc2)N=c2s/c(=C/c3cn(C)c4ccccc34)c(=O)n2C1c1ccc2c(c1)OCO2 (centres undefined)	0.6	0.4	13	14
CN1CCC(O)(c2ccc3c(c2)CN(C2CCSC2)CCO3)CC1 (centres undefined)	-0.1	-0.1	0	-2
O=C(NCc1nnc2n1CCN(Cc1cc3ccccc3s1)CC2)C1CCOC1 (centres undefined)	0.3	-0.1	-13	0
Cc1cnc(Nc2ccccc2)nc1NC1CC1	-1.0	0.1	12	-2
O=C1NCCN(Cc2ccc(F)cc2)C1CC(=O)N1CCC(OCc2ccccc2)CC1 (centres undefined)	0.5	-0.1	-5	1
Cn1ncc2c(Nc3ccccc3Br)ncnc21	0.2	-0.1	2	4
CC(=O)N1CCN(C(=O)CSc2nnc(Nc3ccc(C)cc3C)s2)CC1	-0.8	-0.1	-2	3
CCCCC/C=C\C\C=C/C=C/C=C/[C@@H](O)[C@@H](O)CCCC(=O)O	-1.0	·	10	·
O=C(c1scc2c1CCCC2)N1CCN(c2nc3ccccc3o2)CC1	0.2	0.0	8	-1
CN1CCCCCC1C(=O)N1CCC(N2CCC(C(=O)NCc3ccccn3)CC2)CC1 (centres undefined)	3.3	0.2	0	12
CC(=O)c1cccc(NC(=O)c2ccccc2)c1	-2.3	-0.1	-1	-16
O=c1c2sc(=S)n(-c3ccccc3)c2nc(SCc2csc3ccc(Cl)cc23)n1-c1ccccc1	1.1	-0.2	-9	-4
Cc1ccccc1-n1cnc2ccccc2c1=O	0.8	0.4	6	6
CCOc1ccc(/C(C)=N/NC(=O)OC(C)(C)C)cc1	-1.1	0.1	17	-50
C/C(=N\NC(=O)CC#N)c1ccc(C)cc1C	-0.9	0.2	21	-3
Cc1cnc(Nc2ccc(N3CCOCC3)cc2)nc1NCCO	0.4	-0.1	-1	-11
COc1ccccc1CCC(=O)Nc1cnn(CC(=O)NCCN2CCOC2=O)c1	-1.6	0.2	7	12
O=C(CC1(c2ccccc2Cl)CC(=O)N(C2CCCC2)C1=O)N1CCCCCC1 (centres undefined)	-0.1	0.0	11	-72
COCCn1c2ccccc2n2c(=O)n(CC(=O)N3C(C)CCCC3C)nc12 (centres undefined)	-0.1	0.0	-1	2
COc1cccc(C2C3=C(COC3=O)Nc3c2c(=O)n(C)c(=O)n3C)c1 (centres undefined)	1.9	0.0	-3	5
COC(=O)c1cccc(NC(=O)CN(c2ccc(Cl)cc2Cl)S(C)(=O)=O)c1C	-1.1	-0.1	-16	-6
Cn1c(=O)c2c(nc(N/N=C\c3ccncc3)n2Cc2ccc(F)cc2)n(C)c1=O	-3.0	0.1	9	8
O=C(Nc1ccccc1)Nc1ccc(S(=O)(=O)NCCc2ccccc2)cc1	-1.7	0.4	15	4
COc1cc(NC(=O)c2cccc(-n3cc(NC(=O)Cc4cccnc4)cn3)c2)cc(OC)c1OC	1.4	0.0	-6	-6
CC1=C(C(=O)OC(C)C)C(c2coc3ccccc3c2=O)C2=C(CC(C)(C)CC2=O)N1 (centres undefined)	0.8	0.2	15	14
CCOc1ccc(NC(=O)C(Cc2ccccc2)N2C(=O)c3ccccc3C2=O)cc1 (centres undefined)	0.1	-0.1	7	-8
CC(C)(C)c1ccc(/C=C2/N=C(c3cccc4ccccc34)OC2=O)cc1	1.1	0.1	15	8
Cc1cccc(N2CCN(C(=S)c3ccc(C(C)(C)C)cc3)CC2)c1	0.0	0.0	-16	-1
CCOC(=O)c1[nH]c(C)c(C(=O)CCCCC(=O)OC)c1C	-0.5	-0.1	-3	-10
N#CC1(c2ccccc2)CCc2c(sc3ncnc(N4CCCC4)c23)C1 (centres undefined)	0.5	0.0	-2	5
COc1cc(S(=O)(=O)N2CCN(C(=O)c3ccco3)CC2)ccc1Cl	-0.2	0.2	6	-1
CCOC(=O)c1cnc2ccc(OC)cc2c1Nc1ccc(N(C)C)cc1	-0.1	-0.5	25	-13
CCCCCCNc1nc(Nc2ccc([N+](=O)[O-])cc2)nc(OCC)n1	-1.3	0.0	-8	4
COc1cc2c(cc1OC)C(COc1cccc(C(F)(F)F)c1)N(C(=O)c1ccco1)CC2 (centres undefined)	3.0	-0.1	-6	-5
Cc1c(NC(=O)Nc2ccc(F)cc2F)c(=O)n(-c2ccccc2)n1C	-0.9	-0.1	12	1
Cc1ccc(N)cc1NC(=O)c1ccccc1	-0.9	-0.2	4	0
Cn1cc(C(=O)N/N=C/c2ccccc2F)c2ccccc21	-0.7	0.2	14	-14
Cc1ccc(S(=O)(=O)N(C)C)cc1NC(=S)N(C)C1CCN(C)CC1	0.1	0.0	-7	3
COCCn1c(SCC(=O)Nc2ccccc2OC)nc2c(c1=O)SCC2	-1.3	0.8	14	-9
CCCCC1CCC(C(=O)Oc2ccc(OCC)cc2)CC1 (centres undefined)	-0.4	0.1	19	-1
COc1ccc(CC(=O)Nc2cnn(-c3cccc(C(=O)Nc4ccc(N5CCOCC5)cc4)c3)c2)cc1	2.2	0.3	9	-4
COC(=O)C1=CN(C(C)c2ccccc2)C=C(C(=O)OC)C1c1cccc(OC)c1 (centres undefined)	3.0	0.6	-23	-12

(continued)
SMILES	GPR151 ag	FBW7 activator	MITF primary	TEAD-YAP inh
COc1ccc2c(CC(=O)NC3CC4CCC3(C)C4(C)C)coc2c1 (centres undefined)	0.2	0.1	3	9
O=C1Nc2ccc(S(=O)(=O)N3CCCCC3)c3cccc1c23	0.1	-0.1	-16	-5
COc1cc2nc(-c3ccc(N4CCOCC4)nc3)nc(NCc3cccnc3)c2cc1OC	0.9	-0.2	1	3
CC(=O)N1c2ccccc2NC2=C(C(=O)CC(C)(C)C2)C1c1ccc2c(c1)OCO2 (centres undefined)	-1.2	0.0	1	-2
CCC(C)(C)NCC(=O)Nc1ccccc1I	1.6	0.1	1	6
CC(=O)c1cccc(S(=O)(=O)N2CCC(C(=O)OC3CCOC3=O)CC2)c1 (centres undefined)	0.6	0.0	4	-5
OCCC1CN(Cc2cccc3nonc23)CCN1CCc1ccccc1 (centres undefined)	-0.1	-0.2	-5	-3
COc1ccc(-c2nc(NCCN(C(C)C)C(C)C)nc(OC)n2)cc1	-2.7	0.0	-1	7
CC(Oc1ccc(Br)cc1)C(=O)Nc1ccncc1 (centres undefined)	-0.6	-0.1	3	19
CCc1ccc(NC(=O)[C@H](C)NC(=O)c2cc3ccccc3o2)cc1	0.4	-0.1	1	6
O=C(Cc1ccc(Br)cc1)Nc1nc2ccccc2[nH]1	-0.6	-0.1	-17	-4
CC1Sc2ccccc2N(Cc2ccncc2)C1=O (centres undefined)	-0.6	0.3	-10	-6
Cc1ncc([N+](=O)[O-])n1CC(=O)Nc1ccccc1Cl	-1.6	0.4	-3	12
COCCNC(=O)CCn1nc(-c2ccc(C)cc2)c2ccccc2c1=O	0.6	0.0	-4	-1
COc1cccc(C(=O)NCc2nnc(SCC(=O)N3N=C(c4cccs4)CC3c3ccc(F)cc3)n2-c2cccc(C)c2)c1 (centres undefined)	0.2	-0.3	-9	1

Ordered by SMILES length (falling): part of the list above
SMILES	GPR151 ag	FBW7 activator	MITF primary	TEAD-YAP inh
COc1cccc(C(=O)NCc2nnc(SCC(=O)N3N=C(c4cccs4)CC3c3ccc(F)cc3)n2-c2cccc(C)c2)c1 (centres undefined)	0.2	-0.3	-9	1
CC(=O)N1c2ccccc2NC2=C(C(=O)CC(C)(C)C2)C1c1ccc2c(c1)OCO2 (centres undefined)	-1.2	0.0	1	-2
COC(=O)C1=CN(C(C)c2ccccc2)C=C(C(=O)OC)C1c1cccc(OC)c1 (centres undefined)	3.0	0.6	-23	-12
COc1cc2nc(-c3ccc(N4CCOCC4)nc3)nc(NCc3cccnc3)c2cc1OC	0.9	-0.2	1	3
CC(=O)c1cccc(S(=O)(=O)N2CCC(C(=O)OC3CCOC3=O)CC2)c1 (centres undefined)	0.6	0.0	4	-5
COc1ccc(-c2nc(NCCN(C(C)C)C(C)C)nc(OC)n2)cc1	-2.7	0.0	-1	7
COCCNC(=O)CCn1nc(-c2ccc(C)cc2)c2ccccc2c1=O	0.6	0.0	-4	-1
Cc1ncc([N+](=O)[O-])n1CC(=O)Nc1ccccc1Cl	-1.6	0.4	-3	12
OCCC1CN(Cc2cccc3nonc23)CCN1CCc1ccccc1 (centres undefined)	-0.1	-0.2	-5	-3
O=C(Cc1ccc(Br)cc1)Nc1nc2ccccc2[nH]1	-0.6	-0.1	-17	-4
CC(Oc1ccc(Br)cc1)C(=O)Nc1ccncc1 (centres undefined)	-0.6	-0.1	3	19
CC1Sc2ccccc2N(Cc2ccncc2)C1=O (centres undefined)	-0.6	0.3	-10	-6
CCC(C)(C)NCC(=O)Nc1ccccc1I	1.6	0.1	1	6

The list continues:
SMILES	GPR151 ag	FBW7 activator	MITF primary	TEAD-YAP inh
O=c1c2cc(F)ccc2[nH]c(=S)n1CCN1CCOCC1	1.6	-0.1	-3	-4
Cc1nnc(Nc2ccc(OC(F)F)cc2)[nH]c1=O	-1.0	0.0	2	-8
COc1ccc(NS(=O)(=O)c2ccc3nc(-c4ccccc4)[nH]c3c2)cc1	4.0	0.8	11	4
COc1cc(NC(=O)CCC(=O)OC(C)C)cc(OC)n1	-0.4	0.1	9	2
O=C(Nc1ccc(S(=O)(=O)Nc2nccs2)cc1)c1cc(Cl)cc(Cl)c1	-1.9	0.2	38	1
CSc1ccc(/C=N/NC(=O)c2c[nH]c3ccccc23)cc1	1.8	-0.1	18	-36
CCOC(=O)c1cnc2c(Cl)c(Cl)ccc2c1NCc1cccnc1	0.5	0.2	-8	-2
CCc1nn(CC(=O)N(CC)CCN(CC)CC)c(=O)c2cc3ccsc3n12	0.1	0.3	15	-1
COCCC(=O)NC(C)c1nnc2n1CCN(CC(c1ccccc1)c1ccccc1)CC2 (centres undefined)	0.7	0.3	-8	4
O=C(C1CC1)N1CC[C@H]2[C@H](CCCN2C/C=C/c2ccco2)C1	0.2	0.3	19	6
COCc1cc(C)n(CC(=O)NC2CCCCC2)c(=O)c1C#N	-0.3	0.1	-4	-2
NC(Cc1c(O)[nH]c2ccccc12)C(=O)O (centres undefined)	0.6	0.1	20	-1
Cc1nc(NC(=O)COc2ccccc2[N+](=O)[O-])ccc1Br	0.9	-0.1	1	-2
Cc1cc(C)nc(SCC(=O)N2c3ccccc3Sc3ccc(Cl)cc32)n1	0.1	-0.2	-9	-12
CC1(Cc2cccc(C#N)c2)C(=O)Nc2c(-c3ccco3)cccc21 (centres undefined)	-0.9	-1.5	-12	-1
CCN1CCN(C(=O)c2sc3ncnc(N(CC)CC)c3c2C)CC1	-0.5	-0.2	3	-6
CC(C(=O)NCc1ccccn1)N1C(=O)c2ccccc2C1=O (centres undefined)	0.3	-0.1	2	3
Cc1ccc(/C=C/C(=O)Nc2sc3c(c2C(N)=O)CCCCC3)o1	-1.7	0.7	12	-26
CC(C)CC(=O)Nc1ccc(C(=O)CN2C(=O)C(=O)N(Cc3ccco3)C2=O)cc1	0.8	-0.2	6	-7
NC(=O)c1ccc(-c2nc(-c3ccc(F)cc3)cnc2N)cc1	2.2	0.1	0	14
CC(C)(C)c1csc2ncc(C(=O)N3CCSC3(C)C)c(=O)n12	0.5	-0.3	10	4
O=C(Nc1cccc(N2CCCCC2=O)c1)c1cccs1	-1.7	1.0	19	-1
CCOC(=O)/C(C#N)=C/C1=C(N2CCCC2)CC(C)(C)OC1	2.2	0.6	8	-1
c1cc(-n2cnc3c(Nc4ccc5c(c4)OCO5)nc(N4CCN(Cc5ccc6c(c5)OCO6)CC4)nc32)cs1	-0.3	-0.3	3	-12
Cc1cc(NCCN2CCOCC2)nc(-c2ccc(N3CCOCC3)nc2)n1	1.5	0.0	11	-1
